SIRT5 block: SIRT5 desuccinylase inhibitors, primary screen, biochemical, fluorescence imaging, single point, set 5. NAD-dependent protein deacylase sirtuin-5, mitochondrial (Homo sapiens), Q9NXA8. Purified SirT5, succinyl-peptide AMC, trypsin-coupled fluorescence. inhibition, % at 15 µM. hit rate 1.1% among 330,000. AID 652115, 2013; in the data active = inhibition above about 15%; inconclusive = no clear call, values can overlap the other calls
Target sequence (Q9NXA8 whole entry, looked up): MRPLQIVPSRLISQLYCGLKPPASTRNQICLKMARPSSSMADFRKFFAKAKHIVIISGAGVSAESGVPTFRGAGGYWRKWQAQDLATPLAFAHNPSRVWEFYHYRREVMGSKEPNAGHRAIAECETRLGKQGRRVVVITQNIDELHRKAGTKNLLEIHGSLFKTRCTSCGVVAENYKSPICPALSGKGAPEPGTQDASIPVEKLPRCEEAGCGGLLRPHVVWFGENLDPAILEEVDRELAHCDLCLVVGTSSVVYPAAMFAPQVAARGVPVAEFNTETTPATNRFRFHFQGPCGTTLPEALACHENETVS
E-sel inducer: E-selectin induction in HUVECs, primary screen, imaging, HUVEC, immunofluorescence imaging, single point; hit rate 0.37% among 260,000; P16581; activation, % at 7.58 µM; normalized: neutral wells 0, TNF-alpha wells 100; AID 686992, 2013;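 active = mean E-selectin-positive cell signal at least 10% of the positive control, reached in at least 60% of replicates, without over 20% cell loss; inconclusive = no rule given, readout overlaps actives, possibly toxicity-flagged; inactive = the rest, including those meeting only one limit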;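 note: in these data hits start at about 27%; measured in HUVEC primary endothelial cells; signal is the percent of cells scored E-selectin positive by PE staining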
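assay system = HUVEC, human umbilical vein endothelial cells | input = 3,000 HUVEC seeded per well | medium = EGM-2 growth medium on 0.1% gelatin-coated wells | dosing = one compound dose added by pin transfer | signal = immunofluorescence imaging | read-out basis = % PE-positive cells | control set = TNF-alpha, DMSO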
DENV2 CPE: inhibitors of DENV2 cytopathic effect, primary screen, cell-based, plate reader, single concentration. DENV2-infected cells, cytopathic effect rescue. CPE inhibition, % at 9.99 µM. hit rate 1.7% among 350,000. AID 651640, 2012; in the data active = CPE inhibition above about 20%, passing the limit was not always enough; inconclusive = no clear call, values can overlap the other calls; tested in BHK-21 cells;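 note: 0% = median of neutral control wells and 100% = median of positive control wells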
S100A4 inh HTS: inhibitors of S100A4-myosin IIA peptide binding, primary screen, biochemical, fluorescence polarization, TAMRA-MyoIIA peptide; AID 652163, 2013; hit rate 0.14% among 360,000; Protein S100-A4 (Homo sapiens), P26447; inhibition, % at 10.7 µM;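 active = mean inhibition of at least 70% across replicates, with every replicate also reaching that level; inconclusive = mean inhibition reaches 70% but some replicates fall short; inactive = mean inhibition below 70%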
Target sequence (P26447 whole entry, looked up): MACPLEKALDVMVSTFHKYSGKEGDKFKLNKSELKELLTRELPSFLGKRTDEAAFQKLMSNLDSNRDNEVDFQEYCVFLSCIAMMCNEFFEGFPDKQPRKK
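Test system – S100A4 monomer (human) · Compound – single-point compound testing · Schedule – 5 min incubation before reading · Probe or stimulus – TAMRA-labelled myosin IIA heavy-chain peptide probe, 5 nM · Benchmarks – neutral control DMSO, positive control TFP · Medium – Calcium-containing HEPES buffer, pH 7.2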
PglD inh: C. jejuni PglD acetyltransferase inhibitors, primary screen, biochemical, DTNB colorimetric, single point; AID 602405, 2012; hit rate 0.098% among 360,000; UDP-N-acetylbacillosamine N-acetyltransferase PglD (Campylobacter jejuni); purified PglD enzyme, DTNB colorimetric CoA detection; inhibition, % at 12.5 µM; in the data active = inhibition above about 16%, passing the limit was not always enough; inconclusive = no clear call, values can overlap the other calls; note: strong numbers were not always called active
C2C12 statin: suppressors of statin myotoxicity in C2C12 myotubes, primary screen, cell-based, single point, plate reader; C2C12 myotubes + simvastatin, ATP luminescence, 48 h; scaled: DMSO 0, geranylgeraniol control 100; rescue of ATP level, % at 7.49 µM; hit rate 0.78% among 330,000;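 active = mean ATP rescue above about 67%, or every replicate alone reaching that limit, limit read from the data, passing the limit was not always enough; inconclusive = no clear call, values can overlap the other calls; inactive = mean under the limit and some replicate under it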;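 note: myotubes were challenged with 10 µM simvastatin during compound exposure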
ERp5 inh: inhibitors of ERp5-driven insulin aggregation, primary screen, biochemical, turbidity, absorbance 650 nm, single point | Protein disulfide-isomerase A6 (Homo sapiens), Q15084 | hit rate 0.05% among 350,000 | inhibition, % at 9.99 µM | 90 min;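 active = mean replicate inhibition above about 25%, with every replicate also reaching it, limit read from the data, passing the limit was not always enough; inconclusive = only one of those two criteria met; inactive = neither criterion met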
Target sequence (Q15084 whole entry, looked up): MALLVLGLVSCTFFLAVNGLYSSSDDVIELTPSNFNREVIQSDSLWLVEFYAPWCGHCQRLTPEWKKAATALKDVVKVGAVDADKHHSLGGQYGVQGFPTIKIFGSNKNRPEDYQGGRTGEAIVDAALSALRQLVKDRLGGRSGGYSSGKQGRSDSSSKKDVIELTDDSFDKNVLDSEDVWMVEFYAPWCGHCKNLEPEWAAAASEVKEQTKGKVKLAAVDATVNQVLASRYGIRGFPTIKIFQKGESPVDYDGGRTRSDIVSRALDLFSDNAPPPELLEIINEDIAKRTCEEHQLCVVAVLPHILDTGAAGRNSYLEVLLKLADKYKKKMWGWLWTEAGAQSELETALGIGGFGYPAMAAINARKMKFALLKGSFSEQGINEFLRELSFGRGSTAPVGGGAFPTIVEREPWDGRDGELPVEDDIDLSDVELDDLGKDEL
* = called active by the depositor; ? = inconclusive; · = not tested or not shown.

no.	molecule	E-sel inducer	ERp5 inh	PglD inh	SIRT5 block	DENV2 CPE	C2C12 statin	S100A4 inh HTS
1	O=C(O)COc1ccccc1/C=N/NC(=O)CN1CCN(S(=O)(=O)c2ccc(Br)cc2)CC1	-0.3	-3	1	2	-5	-1	-1
2	COc1cc(NS(=O)(=O)c2ccc(-c3ccc(=O)[nH]n3)o2)cc(OC)c1OC	7.8	-3	0	0	-1	5	0
3	CNC[C@H]1Oc2ccc(NC(=O)Cc3cn(C)c4ccccc34)cc2C(=O)N([C@H](C)CO)C[C@H]1C	-0.5	2	0	2	-3	-10	-33
4	CC(C)(C)CC(=O)Nc1ccc(-c2cn3cccnc3n2)cc1	34*	1	-2	-69	-3	-1	-7
5	CCOc1ccc2nc(SCC(=O)NCC3CCCO3)c(C#N)cc2c1 (stereo not given)	·	11	0	1	-1	·	7
6	CC1CCCCN1C(=O)c1ccc(Br)o1 (stereo not given)	-0.5	0	6	-2	4	·	-8
7	O=C(NC[C@H]1[C@@H](c2ccccc2)[C@@H](CO)N1Cc1ccccn1)NC1CCCC1	0.0	2	·	3	-2	·	12
8	CC(=O)N1CCN(S(=O)(=O)c2cccc(C(=O)NCCc3ccc(Cl)cc3)c2)CC1	-2.3	-1	0	3	2	-3	-3
9	O=C(CSc1nccc2ccccc12)N1CCN(Cc2ccc3c(c2)OCO3)CC1	-0.2	4	-7	6	1	16	8
10	CCOc1ccc(NC(=O)CCCN2C(=O)C(c3ccccc3)Oc3cccnc32)cc1 (stereo not given)	·	4	1	-10	8	8	-4
11	O=C(Cc1ccccn1)N[C@H]1CC[C@@H](CCNS(=O)(=O)c2cccc(F)c2)O[C@H]1CO	-0.1	3	5	0	-1	-1	14
12	CC1C(=O)N(Cc2cn(CCC3OCCO3)nn2)CCS(=O)(=O)N1Cc1ccc(-c2ccc(Cl)c(Cl)c2)cc1 (stereo not given)	-0.1	-4	-1	1	2	-26	3
13	COc1ccc(NC(=O)N(C)C[C@H]2Oc3ccc(NC(=O)Nc4cccc5ccccc45)cc3C(=O)N([C@H](C)CO)C[C@@H]2C)cc1	0.2	-1	1	4	?	·	1
14	CCN(CC)CCCNC(=O)CNC(=O)c1nn(-c2ccc(OC)c(OC)c2)c(=O)c2ccccc12	·	0	5	0	-1	-21	-1
15	O=C(c1ccccc1)N(c1ccccc1)c1ccccc1O	1.2	-3	·	2	-2	·	-1

An excerpt from above in order of formula weight, descending.
no.	molecule	E-sel inducer	ERp5 inh	PglD inh	SIRT5 block	DENV2 CPE	C2C12 statin	S100A4 inh HTS
13	COc1ccc(NC(=O)N(C)C[C@H]2Oc3ccc(NC(=O)Nc4cccc5ccccc45)cc3C(=O)N([C@H](C)CO)C[C@@H]2C)cc1	0.2	-1	1	4	?	·	1
1	O=C(O)COc1ccccc1/C=N/NC(=O)CN1CCN(S(=O)(=O)c2ccc(Br)cc2)CC1	-0.3	-3	1	2	-5	-1	-1
3	CNC[C@H]1Oc2ccc(NC(=O)Cc3cn(C)c4ccccc34)cc2C(=O)N([C@H](C)CO)C[C@H]1C	-0.5	2	0	2	-3	-10	-33
11	O=C(Cc1ccccn1)N[C@H]1CC[C@@H](CCNS(=O)(=O)c2cccc(F)c2)O[C@H]1CO	-0.1	3	5	0	-1	-1	14
5	CCOc1ccc2nc(SCC(=O)NCC3CCCO3)c(C#N)cc2c1 (stereo not given)	·	11	0	1	-1	·	7
4	CC(C)(C)CC(=O)Nc1ccc(-c2cn3cccnc3n2)cc1	34*	1	-2	-69	-3	-1	-7

Next part
no.	molecule	E-sel inducer	ERp5 inh	PglD inh	SIRT5 block	DENV2 CPE	C2C12 statin	S100A4 inh HTS
16	CC(CNC(=O)CCC(=O)N1CCOc2ccc(Cl)cc21)c1ccccc1 (stereo not given)	-0.7	-4	1	3	4	9	5
17	O=C(C1CCOCC1)N1CC(=O)N2[C@@H](CO)[C@H](c3ccc(C#CC4CC4)cc3)[C@@H]2C1	-0.1	-4	·	1	16	·	5
18	CCOC(=O)C1(C)CCN1C(=O)c1ccc(OC)c(F)c1 (stereo not given)	0.8	-4	4	·	20	7	-7
19	CC(C)C[C@H](NC(=O)NCc1ccc(F)cc1)C(=O)O	2.5	2	0	-3	-4	1	3
20	Cn1nccc1C(=O)OCC(=O)Nc1ccccc1	0.0	-1	8	·	3	9	-5
21	COc1ccccc1N1CCN(C(=O)CCc2nnc3ccc(N4CCCC4)nn23)CC1	-0.2	-1	-5	1	?	-87	3
22	CC(C)C(NC(=O)c1ccccc1)C(=O)NCC(c1ccccc1)N(C)C (stereo not given)	·	6	·	-1	1	·	2
23	O=C(C[C@H]1CC[C@H]2[C@@H](COC[C@H](O)CN2CC2CCCCC2)O1)NCC1CC1	-0.1	3	-1	-1	-6	-3	12
24	COc1ccc(CN2CCN(C(=O)CCC(=O)Nc3nnc(CC(C)C)s3)CC2)cc1F	·	-8	5	-3	-4	17	-1
25	NC(=O)c1cc[n+](CC(=O)NC(=O)Nc2ccccc2)cc1	·	-3	1	-2	-3	1	0
26	O=C(NCCc1ccccc1F)C1C(=O)Nc2ccccc2C(=O)N1C1CCCCC1 (stereo not given)	0.5	-4	·	-2	0	·	0
27	O=C(C[C@H]1C=C[C@H](NC(=O)CC2CC2)[C@H](CO)O1)NCc1ccccc1	-0.4	-1	·	-2	18	·	1
28	COc1cccc(-c2cnc3c(NC(C)=O)cc(-c4ccc(C(=O)NC5CC5)cc4)cn23)c1	-0.3	-12	-4	1	-9	-19	-13
29	CC(C)c1ccc(NC(=O)CC2Oc3ccccc3NC2=O)cc1 (stereo not given)	·	3	4	-2	9	-12	2
30	COc1cc(-c2nc3n(c(=O)c2C#N)CCS3)cc(OC)c1OC	·	7	-4	-7	9	2	1
31	CCC(=O)N1CCc2cc(S(=O)(=O)CCC(=O)N3CCCC(C)C3)ccc21 (stereo not given)	1.1	2	2	-2	-1	-9	0
32	Cc1nn(Cc2ccc(F)cc2)c(C)c1NC(=O)c1cc2ncc(Br)cn2n1	0.2	3	·	0	1	4	-3
33	Cn1c(-c2cccc([N+](=O)[O-])c2)cnc1NCc1cccc(F)c1	·	1	3	1	1	-9	-1
34	Cc1c(C)c2ccc(OCC(=O)Nc3nccs3)cc2oc1=O	-0.1	-1	5	-8	11	5	-9
35	C=CCNC(=O)c1ccc(CN2CCC(Cc3ccccc3)CC2)cc1	-0.1	1	3	-2	-1	-4	-7
36	CC(C)(C)C(c1nc2ccccc2[nH]1)n1c(Cc2csc3ccccc23)nc2ccccc21 (stereo not given)	-0.1	1	·	5	?	·	-4
37	Cc1c(NC(=O)COC(=O)c2ccc(S(=O)(=O)N3CCOCC3)cc2)c(=O)n(-c2ccccc2)n1C	4.4	-1	0	-2	-2	-3	7
38	CNC(=O)C[C@H]1CC[C@@H]2[C@H](COc3ccc(NC(=O)Nc4ccc(Cl)cc4)cc3C(=O)N2C)O1	-0.1	12	3	-4	-10	24	-7
39	COc1cc(N)c(Cl)cc1C(=O)OCC(=O)N1c2ccccc2NC(=O)C1(C)C	0.0	-3	-5	-4	-4	3	4
40	COCC(=O)Nc1ccc2c(c1)C(=O)N(C)[C@@H]1CC[C@H](CC(=O)NCc3ccc(OC)cc3)O[C@H]1CO2	0.0	·	-2	·	5	14	·
41	Cc1ccccc1S(=O)(=O)N1[C@H](CO)[C@@H](c2ccccc2)[C@@H]1C#N	0.5	1	5	7	-1	24	1
42	COc1ccccc1-c1ccc(C2[C@H]3CNC[C@@H]2N3C(=O)Nc2ccccc2Cl)cc1 (stereo not given in full)	-0.1	-2	·	6	-1	·	-5
43	O=C(CNCc1cccnc1)Nc1cc(C(F)(F)F)ccc1N1CCOCC1	·	-7	6	-5	0	-6	-2
44	C=CCOc1ccc(/C=C2/C(=O)ON=C2C)cc1OCC	0.7	4	-2	3	2	7	-3
45	O=C(C[C@@H]1CC[C@H]2[C@@H](COC[C@H](O)CN2CCc2ccccc2)O1)NCCCN1CCOCC1	0.0	5	-47	3	-1	1	0
46	O=C(Nc1cccc(S(=O)(=O)N2CCOCC2)c1)c1ccc2c(=O)n3c(nc2c1)CCCCC3	3.3	0	1	2	-1	-16	-2
47	O=C(Nc1ccc(N2CCOCC2)cc1N1CCOCC1)c1ccc(Cl)cc1	-0.1	-3	-3	1	0	-6	-1
48	CCc1nnc(NC(=O)CSc2nnc(CNC(=O)c3ccccc3)o2)s1	0.0	0	-3	0	2	-2	-5
49	COc1ccc(B(O)O)c(CN2CCN(C(=O)OC(C)(C)C)CC2)c1	0.1	1	5	-4	-2	-2	2
50	Cc1ccc(-c2nc3ncccc3n2O)cc1	0.0	-1	-5	2	-1	1	-14
51	COc1ccc(NC(=O)Nc2ccc3c(c2)C(=O)N([C@H](C)CO)C[C@@H](C)[C@@H](CN(C)Cc2ccc(C(F)(F)F)cc2)OCCCC[C@@H](C)O3)cc1	0.0	-22	35	6	-17	19	-4
52	O=C(c1ccco1)N1CCN(c2ncccn2)CC1	·	-2	-2	2	-5	-3	-1
53	CCCCc1cc(=O)oc2c(C)c(OCC(=O)N3CCC(C(N)=O)CC3)ccc12	·	0	1	·	0	12	-7
54	C[C@@H]1CN([C@@H](C)CO)C(=O)c2cc(NC(=O)c3ccncc3)ccc2O[C@@H]1CN(C)Cc1ccc(-c2ccccc2)cc1	-0.6	-3	1	2	-5	-5	1
55	O=C(C1CC1)N1CCCCN2[C@H](CO)[C@H](c3ccc(C#CC4CCCC4)cc3)[C@@H]2C1	-0.5	2	-1	1	3	-18	-3
56	COCCn1cnc2c1c(=O)n(CC(=O)NC1CCCCC1)c(=O)n2Cc1ccccc1	0.1	-7	-4	·	9	-5	1
57	Cc1ccc(S(=O)(=O)/N=C(/c2ccccc2)N(C)c2ccc(O)cc2)cc1	0.9	5	·	3	4	·	8
58	CC(Oc1ccccc1)C(=O)OCC(=O)N1CC(=O)Nc2ccccc21 (stereo not given)	·	4	·	-1	1	6	-2
59	Cc1cc2c(nc1C)CCCN2Cc1ccccc1C(F)(F)F	1.3	-1	·	·	19	·	-12

Source: PubChem

Some of the compounds tested; rates above refer to the full screens.
